Bioassay records from PubChem BioAssay.
TWEAK Fn14 block: inhibitors of TWEAK-Fn14 interaction signaling; TWEAK-stimulated Fn14 reporter cells, luciferase luminescence, 8 h; 360,000 compounds, 2% hits; inhibition, % at 10 µM; AID 1159606; in the data active means inhibition above about 50%
NR2F2 inh: inhibitors of human COUP-TFII (NR2F2) | P24468 | HEK293T NGFI-A luciferase reporter, luminescence | inhibition, % at 8.6 µM | 370,000 compounds, 0.7% hits;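 active means inhibition above a per-plate cutoff, mean inhibition of test wells between control levels plus 3 SD, cut at about 38% in these data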;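 further: cells cotransfected with COUP-TFII expression vector driving the NGFI-A reporter; 0% = median of COUP-TF2 test wells and 100% = reporter-only cells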
Target sequence (P24468 whole entry, looked up): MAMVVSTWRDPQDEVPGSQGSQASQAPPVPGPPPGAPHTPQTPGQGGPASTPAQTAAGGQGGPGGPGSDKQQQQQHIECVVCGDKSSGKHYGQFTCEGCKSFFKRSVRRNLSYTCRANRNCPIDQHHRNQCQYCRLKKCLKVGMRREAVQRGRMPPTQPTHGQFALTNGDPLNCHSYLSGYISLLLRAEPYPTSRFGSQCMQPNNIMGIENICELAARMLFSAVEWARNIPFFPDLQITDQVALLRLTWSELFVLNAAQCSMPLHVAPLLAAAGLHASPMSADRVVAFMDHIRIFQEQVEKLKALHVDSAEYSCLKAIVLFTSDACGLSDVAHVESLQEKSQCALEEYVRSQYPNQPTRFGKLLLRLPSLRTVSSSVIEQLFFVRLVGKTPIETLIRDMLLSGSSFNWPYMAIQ
SRC3 inh: inhibitors of human steroid receptor coactivator 3 (SRC3); Q9Y6Q9; HEK293 GAL4-SRC3 luciferase reporter, luminescence; inhibition, % at 3.6 µM; 360,000 compounds, 0.17% hits; AID 588352;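 active means inhibition above a per-campaign cutoff, the mean of all compounds plus 3 SD, cut at about 60% in these data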;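 further: 0% = DMSO-treated cells and 100% = gossypol-treated cells at 36 µM; higher means less SRC3-driven luciferase light from the GAL4 reporter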
TRAIL sens C8: sensitizes caspase-8 expressing cells to TRAIL; NB7+C8 cells + TRAIL, ATPlite viability luminescence; inhibition (viability loss, TRAIL sensitization), % at 10 µM; 360,000 compounds, 1% hits;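 active means compounds causing at least 50% loss of cell viability in the single-dose screen, relative to plate controls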
SRC2 inh: inhibits human steroid receptor coactivator 2 | AID 651957 | inhibition, % at 9 µM | 370,000 compounds, 0.17% hits | HEK293 GAL4-SRC2 luciferase reporter, luminescence | Q15596;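 active means inhibition above the mean inhibition of all tested compounds plus 3 SD, set per campaign, cut at about 52% in these data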;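 further: 0% = DMSO treated cells and 100% = cells given Gossypol at 36 µM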
TROY signal inh: blocks TROY-dependent signaling in reporter cells; Q293 LMP1-TROYcd NF-kB luciferase reporter, 4 h; inhibition, % at 10 µM; 360,000 compounds, 0.98% hits; AID 1347056;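 active means compounds whose plate-normalised and pattern-corrected inhibition of the luciferase reporter signal at the single screening dose is 50% or more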
LMP1 NFkB inh: inhibitors of Epstein-Barr LMP1-induced NF-kappaB reporter | LMP1-induced NF-kappaB luciferase reporter cells, luminescence | inhibition, % at 12.5 µM | 350,000 compounds, 0.69% hits | AID 504558; in the data active means inhibition above about 41%;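 further: 0% = neutral control wells and 100% = reference inhibitor control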
KKLEB cytotox: counter-screen for CF NF-kB inhibitors: cytotoxicity | KKLEB CF airway cells viability, ATPlite luminescence, overnight; active compounds read low; cells stimulated with P. aeruginosa culture filtrate | activity change (cytotoxicity), % at 5 µM | AID 602141 | 360,000 compounds, 0.36% hits;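 active means corrected activity change at or below -50% at 5 µM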
SRC1 inh: inhibits human SRC1 coactivator; inhibition, % at 3.6 µM; AID 588354; 360,000 compounds, 0.12% hits; Q15788; HEK293 GAL4-SRC1 luciferase reporter, luminescence;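 active means inhibition above the campaign mean plus 3 SD, with each screening campaign given its own cutoff, cut at about 60% in these data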;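 further: 0% = DMSO treated cells and 100% = gossypol at 36 µM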
CF NFkB block: blocks PAF-induced NF-kB reporter in cystic fibrosis cells; KKLEB NF-kB-GFP reporter, GFP fluorescence overnight; 360,000 compounds, 0.86% hits; AID 588850; inhibition, % at 5 µM;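 active means at least 50% inhibition at 5 µM, scaled per plate between neutral and stimulator controls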;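 further: PAF is a Pseudomonas aeruginosa culture filtrate used as stimulus; plate controls were PAF-stimulated DMSO wells for no effect and unstimulated DMSO wells for full effect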
NR5A2 inv ag: inverse agonists of human LRH-1 (NR5A2). O00482. 360,000 compounds, 0.13% hits. inhibition, % at 3.6 µM. HEK293T StAR-luciferase reporter, LRH-1 transfected, 24 h;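 active means inhibition above the mean inhibition of all tested compounds plus 3 SD, cut at about 73% in these data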;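 further: 0% = DMSO wells and 100% = reporter-only cells lacking LRH-1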
Target sequence (O00482 whole entry, looked up): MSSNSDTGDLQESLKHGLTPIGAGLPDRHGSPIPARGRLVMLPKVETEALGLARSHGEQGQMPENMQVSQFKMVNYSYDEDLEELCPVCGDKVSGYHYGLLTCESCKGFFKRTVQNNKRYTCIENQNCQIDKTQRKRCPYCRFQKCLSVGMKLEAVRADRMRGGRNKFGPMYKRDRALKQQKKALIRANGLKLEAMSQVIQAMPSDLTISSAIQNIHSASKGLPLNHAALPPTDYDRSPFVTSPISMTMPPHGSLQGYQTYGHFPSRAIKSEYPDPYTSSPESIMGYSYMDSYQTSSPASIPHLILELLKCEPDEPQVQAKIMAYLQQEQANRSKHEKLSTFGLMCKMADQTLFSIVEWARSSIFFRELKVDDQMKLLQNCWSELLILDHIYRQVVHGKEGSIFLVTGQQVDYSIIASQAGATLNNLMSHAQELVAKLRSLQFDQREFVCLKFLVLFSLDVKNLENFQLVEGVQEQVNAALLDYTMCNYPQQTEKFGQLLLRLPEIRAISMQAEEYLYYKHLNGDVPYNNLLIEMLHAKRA
* marks the source's active call; other numbers are inactive results; x = no result given.

SMILES	TWEAK Fn14 block	NR2F2 inh	SRC3 inh	TRAIL sens C8	SRC2 inh	TROY signal inh	LMP1 NFkB inh	KKLEB cytotox	SRC1 inh	CF NFkB block	NR5A2 inv ag
CN(C)c1ccc(C2C3C(=O)NC(=O)C3ON2c2ccc(Cl)cc2)cc1 (stereo not drawn)	4	3	-2	-16	-9	7	-3	-5	-15	-6	-30
COc1ccc(CCNC(=O)c2cccc(NC(=O)CC3SC(N4CCCCC4)=NC3=O)c2)cc1OC (stereo not drawn)	-30	6	-8	7	12	-2	1	9	-25	-3	8
O=C(CCS(=O)(=O)c1cccc2nonc12)N1CCOCC1	11	4	11	7	6	0	7	-12	-5	-5	-12
Cc1cccc(Cl)c1OCCN1CCCC1	-7	-14	3	-5	-3	6	-6	5	4	-8	17
Cn1nc(C(=O)Nc2ccc3c(c2)OCCO3)cc1C(=O)O	72*	x	21	47	x	61*	17	4	18	6	4
O=C(NC(=O)c1ccccc1O)c1ccc2c(c1)CCO2	54*	-26	-54	74*	-44	17	36	1	-49	8	-120
COc1cc(/C=C(\C#N)C(=O)NCC2CCCO2)ccc1O (stereo not drawn)	-10	-12	-7	-4	14	-3	1	4	-9	6	-12
COc1ccccc1N1CCN(S(=O)(=O)CCNC(=O)c2cccc(F)c2)CC1	-6	17	-4	7	-2	11	-2	5	20	-2	3
CCCC1=Nc2cc(C(=O)NCCN3CCOCC3)ccc2Sc2ccc(C)cc21	16	-22	0	10	-2	-6	3	-7	-55	27	-28
Cc1cccc(Nc2nc(N)c(C#N)c(CC#N)c2C#N)c1	9	7	-11	-7	11	18	0	-9	-8	12	8
Cc1ccccc1C(=O)Nc1cccc(C(=O)N/N=C/c2ccccn2)c1	-8	-5	-8	9	-35	-24	6	-2	0	-8	-8
Cc1c(C(=O)N(C)CC(=O)Nc2cccc(F)c2)oc2c(Cl)cccc12	-10	4	-17	-4	13	-1	-5	7	-15	9	-5
CCOC(=O)C1CCN(S(=O)(=O)c2ccc(Cl)cc2)CC1	-12	-7	-3	6	15	-6	-9	1	-14	-18	11
COC(=O)[C@@]1(C(C)C)N=C(c2cc(OC)c(OC)c(OC)c2)[C@]2(O1)C(=O)N(C)c1ccc(Cl)cc12	14	-9	x	-6	14	11	x	x	x	x	-21
CC(=O)Nc1ccc2nc(-c3ccccn3)[nH]c2c1	5	-27	-93	33	-36	-81	-23	6	-79	8	-57
O=c1ccn(Cc2ccccc2)c2ccccc12	6	8	12	-5	17	12	-5	-5	-14	2	0
COCc1nc(-c2ccc(-c3ccc(OC)cc3)nc2OC)no1	-21	-33	-31	-5	-59	-28	-18	-24	-11	19	-14
O=C(NCc1ccco1)C1CCCN(S(=O)(=O)c2cnc[nH]2)C1 (stereo not drawn)	5	2	-8	11	-4	-2	2	12	-29	-3	15
CC1C(=O)NN=C1C(=O)N/N=C\C(Br)=C\c1ccccc1 (stereo not drawn)	-24	-55	-105	74*	-69	-43	10	-10	-116	-6	-186
CC(=O)Nc1ccc(-c2ccnc3c2CC(C(=O)Nc2cccc(C(C)=O)c2)O3)cc1 (stereo not drawn)	-5	-8	0	4	-23	2	x	7	14	-32	26
COc1ccc(OC)c(CCNC(=O)c2sc3nc4n(c(=O)c3c2C)CCC4)c1	-1	-4	4	4	17	3	-2	-1	-5	4	-10
Oc1cncc(-c2cccnc2)c1	6	-18	9	-8	-47	-4	4	7	-4	14	-4
O=C(COC(=O)c1ccccc1-c1nc2ccccc2s1)Nc1ccccc1C(F)(F)F	-11	4	7	1	-12	8	-5	0	-2	-1	-8
CSc1cccc(NC(=O)NNC(=O)C2CCN(S(=O)(=O)N(C)C)CC2)c1	10	19	-14	3	-2	-1	-4	-4	6	8	-9
O=C(C(c1ccccc1)c1ccccc1)N(Cc1ccco1)C1CCS(=O)(=O)C1 (stereo not drawn)	-17	0	-2	9	-10	21	-2	4	-25	-18	3
COC(=O)[C@@H](NC(=O)Nc1cc(Cl)ccc1C)C(C)C	36	-7	11	-2	5	-1	-3	7	15	-5	3
CC1CCCN(CC(O)COCc2ccccc2)C1 (stereo not drawn)	0	4	7	-5	-2	-6	6	9	12	0	-23
OC(COCC1CC=CCC1)Cn1cnc2ccccc21 (stereo not drawn)	3	7	-10	-4	6	-1	5	-3	-4	-5	-8
CC(=O)Nc1cccc(OCCCOc2cccc([N+](=O)[O-])c2)c1	-20	-2	6	2	-19	-25	-2	17	-15	-11	4
Cc1cccc2sc(NNC(=O)C3COc4ccccc4O3)nc12 (stereo not drawn)	26	13	-6	-20	-18	43	-1	-4	-16	-28	4
CCN1CCN(c2c(/C=C3\SC(=S)N(Cc4ccco4)C3=O)c(C)c(C#N)c(=O)n2C)CC1	8	2	17	-19	8	-14	35	-6	-22	-6	-6
COC(=O)c1nnn(-c2nonc2N)c1CSc1nc2ccccc2s1	20	23	-29	1	-29	36	11	-2	-11	1	9
Cc1ccc(/C=N/NC(=O)CNC(=O)c2ccc(S(=O)(=O)N(C)C)cc2)o1	-13	2	-6	-2	2	-9	-4	14	0	-20	-17
COc1ccc(OC)c(N2C(=O)CC(Cc3ccc(C)cc3)C2=O)c1 (stereo not drawn)	-6	-5	21	3	3	-11	3	-2	2	-13	9
Cc1ccsc1C(=O)NCc1ccc(Cl)cc1	-5	4	1	-5	-9	-30	x	-7	-5	8	14
CCN(C(=O)Nc1ccccc1)c1ccccc1	-7	-3	4	0	-15	7	6	-3	3	10	2
CNS(=O)(=O)c1cccc(C(=O)OCC(=O)N2CCN(C(=O)c3ccco3)CC2)c1	-6	0	11	-9	22	17	-2	5	-11	5	21
CCCCN(C=O)c1c(CC)nc2c(OCc3ccccc3C(=O)OC)cccn12	-11	14	4	-7	-12	-7	x	-4	-2	8	-6
N#CCCN1CCN(C2=NC(=O)C(=C3CCCCC3)S2)CC1	-16	-17	-18	-17	-11	-3	-14	9	-11	-1	-2
CCCCn1c(N)c(N(CCOC)C(=O)CSc2n[nH]c(-c3ccc(C)cc3)n2)c(=O)[nH]c1=O	12	-6	11	1	-25	0	4	-2	1	8	-23

3 compounds picked at random from those above, as already listed:
SMILES	TWEAK Fn14 block	NR2F2 inh	SRC3 inh	TRAIL sens C8	SRC2 inh	TROY signal inh	LMP1 NFkB inh	KKLEB cytotox	SRC1 inh	CF NFkB block	NR5A2 inv ag
OC(COCC1CC=CCC1)Cn1cnc2ccccc21 (stereo not drawn)	3	7	-10	-4	6	-1	5	-3	-4	-5	-8
CCCCN(C=O)c1c(CC)nc2c(OCc3ccccc3C(=O)OC)cccn12	-11	14	4	-7	-12	-7	x	-4	-2	8	-6
Cc1cccc2sc(NNC(=O)C3COc4ccccc4O3)nc12 (stereo not drawn)	26	13	-6	-20	-18	43	-1	-4	-16	-28	4

(cont.)
SMILES	TWEAK Fn14 block	NR2F2 inh	SRC3 inh	TRAIL sens C8	SRC2 inh	TROY signal inh	LMP1 NFkB inh	KKLEB cytotox	SRC1 inh	CF NFkB block	NR5A2 inv ag
COc1ccc(NC(=O)c2cccc(-c3ccc(O)cc3)c2)cn1	-11	-25	0	11	-23	0	-2	-6	8	-11	23
COc1ccc(-c2[nH]ncc2CNC(C)CCn2cccn2)c(F)c1 (stereo not drawn)	18	-1	10	8	-9	-4	-3	-20	-1	30	5
CC(C)(C)c1nc(Sc2ncccc2[N+](=O)[O-])n[nH]1	4	4	2	19	8	-24	-2	-10	-26	3	-14
O=C(NN1CCOCC1)c1ccccc1F	-7	-11	-11	-4	22	13	8	18	4	-19	0
CCc1nc2ccc(C(=O)Nc3cccc(OCC(=O)N(C)C)c3)cn2c1N(C)C(=O)c1cccc(OC)c1	-23	-7	-6	-13	-7	13	x	-11	-16	15	10
CN(C(=O)c1ccc(-c2nn(C)c(=O)c3ccccc23)cc1)c1ccccc1	30	8	10	38	21	6	9	6	4	-25	33
COc1ccc(C(=O)N/N=C(\CCC(=O)O)c2ccc(C(C)(C)C)cc2)cc1OC	5	16	18	2	7	-5	10	14	11	-8	-6
COc1cccc(-c2noc(CCC(=O)NC3CCCC3)n2)c1	-8	-23	-15	6	-14	-9	-5	-8	-1	33	3
COc1ccc(OC)c(-n2cnnn2)c1	-4	-3	16	2	-2	6	5	-1	-94	-1	6
COc1ccc(NC(=O)C2(C)Cc3c(-c4ccc(N(C)C)cc4)ccnc3O2)cc1OC (stereo not drawn)	-18	3	8	-11	4	-2	x	1	-2	-8	9
O=C(NCc1ccccc1)C1CCCN(S(=O)(=O)c2ccc(-n3cnnn3)cc2)C1 (stereo not drawn)	-2	11	3	-16	9	14	1	-2	-2	2	4
CCOC(=O)C1C(=O)CC(=O)CC1CC(C)SCC (stereo not drawn)	-2	-9	13	16	5	-15	-9	8	-13	-2	6
CCCCN(CCCC)CCCN1CC(=O)N2[C@@H](Cc3c([nH]c4ccccc34)C2(C)C)C1=O	7	-4	-15	12	4	14	6	-8	3	13	5
O=C(Nc1ccccc1N1CCCCC1)C1=COCCO1	-3	1	26	13	6	-9	6	-2	12	3	-3
Cc1cc(NC(=O)CCC(=O)N(c2cccc(F)c2)C(C(=O)NC2CCCC2)c2ccccc2)no1 (stereo not drawn)	12	1	-22	-11	-11	5	3	-1	7	-4	14
Cc1ccc(NCC(=O)N/N=C/c2ccc(C(=O)O)cc2)cc1	0	2	13	-8	7	-30	-3	-1	3	-10	-3
CCOc1ccc(NC(=O)Nc2ccc3c(c2)nnn3C)cc1	-10	-6	15	-5	-9	-29	-3	0	6	-32	-11
c1coc(CNCCCN2CCOCC2)c1	0	0	4	-13	16	-15	-2	-8	6	6	21
COCCn1nnnc1C(c1ccccc1)N1CCN(Cc2ccc3c(c2)OCO3)CC1 (stereo not drawn)	-4	8	10	-1	1	-13	1	6	3	-9	-24
Cc1nc2ccc(NC(=S)N3CCC(C)CC3)cc2nc1C	15	2	-14	6	-26	-4	-3	11	-10	-4	-22
O=C1CC(N(C(=O)c2ccco2)c2cccc(Cl)c2)C(=O)N1c1cccc(Cl)c1 (stereo not drawn)	-14	0	-31	-9	-28	30	-20	-6	-51	9	-49
O=S(c1cc(Cl)cc(Cl)c1O)c1cc(Cl)cc(Cl)c1O	-3	-2	x	2	1	54*	x	x	x	x	-10
Cc1nn(C)c(C)c1S(=O)(=O)N(CC(=O)Nc1ccc2c(c1)OCO2)c1ccc(C(C)C)cc1	15	-18	-11	2	-9	9	-5	-2	-5	2	9
O=C1CCCc2c1[nH]c1ccccc21	7	4	3	-2	-7	-24	-12	0	-40	14	4
COc1ccc(N=Nc2cc(C)ccc2O)cc1	23	-53	-66	48	-67	-18	-19	-20	-151	-6	-140
COC(=O)C1=C(N)Oc2cc(C)[nH]c(=O)c2C1c1cc(OC)c(OC)c(OC)c1 (stereo not drawn)	9	9	1	-11	-8	26	0	4	9	0	17
CCc1ccc(N(C(=O)c2csnn2)C(C(=O)NC2CCCCC2)c2cccnc2)cc1 (stereo not drawn)	22	12	7	-11	5	22	-2	3	9	-7	-3
O=C(CCCOc1ccc(Cl)cc1)NCC1CCCO1 (stereo not drawn)	17	7	8	15	7	-14	6	-1	-25	-3	-14
